Screening data from PubChem BioAssay.
KCNH2 WT inh: blocks the wildtype human KCNH2 potassium channel; U2OS, BacMam KCNH2, thallium flux FluxOr; stronger effect = lower value; activity change, % at 1.84 µM; 340,000 compounds, 0.37% hits; AID 720551;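 active means maximum activity change below -70%; inconclusive means maximum activity change between -70% and -50%; inactive means maximum activity change above -50%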; further: on the % scale 0 is the no-effect control and ±100 the full control effect
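U2OS cells were transduced with wild-type KCNH2 virus (2.03 x 10^8 / mL) for 4 h at room temperature, then cultured overnight at 37 C. Thallium flux was read with FluxOr dye. Rate constants were normalized to DMSO controls.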
MBNL1 CUG block: inhibitors of human MBNL1 binding to CUG repeat RNA; 280,000 compounds, 0.036% hits; TR-FRET MBNL1-His/biotin-(CUG)12 binding, 665/545 ratio; Q9NR56; AID 2675; Potency, µM (doses to about 57.5 µM), for inactives: at the top dose activity change, negative = inhibition, usual class: inhibitors; active means well fitted inhibition curve with a large enough effect in the signal ratio, with a control signal flat, not every such curve was filed as active; inconclusive means small, poorly fitted or top-dose-only effect, or effect the other way, or a change in a side signal; inactive means no such curve, though single readings can be large or run the other way; the % refers to the signal ratio; further: potency means the concentration at half of the fitted maximal effect; on the % scale 0 is the no-effect control and ±100 the full control effect
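TR-FRET readout: Ex 340 nm, 665/545 nm emission ratio, normalized to buffer-only (basal) and MBNL1-(CUG)12 controls. Complex of MBNL1-His with Biotin-(CUG)12, compounds 92 nM–58 uM, incubated 60 min at room temperature.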
CXXC DNA block: MLL CXXC-DNA interaction inhibition | Potency, µM (highest dose often 115 µM), for the others: top-dose activity change, negative = inhibition, usual class: inhibitors | MLL-CXXC / FITC-HOXA9 DNA fluorescence polarization | AID 2662 | 290,000 compounds, 0.037% hits; active means well fitted inhibition curve with a large enough effect in the polarisation, with a control signal flat, not every such curve was filed as active; inconclusive means small, poorly fitted or top-dose-only effect, or effect the other way, or a change in a side signal; inactive means no such curve, though single readings can be large or run the other way; the % refers to the polarisation; further: potency means the concentration at half of the fitted maximal effect
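Purified MLL-CXXC (added from a 7 uM solution) was preincubated 5 min at ambient with pinned compounds in 50 mM Tris-HCl pH 7.5, 50 mM NaCl, 1 mM DTT, 0.05% BSA. Fluorescein-labeled HOX-A9 DNA (50 nM solution) followed, 30 min, then polarization read.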
ASM inhibitor: inhibitors of human secretory acid sphingomyelinase. P17405. placental ASM, HMU-PC fluorogenic substrate, 60 min. Potency, µM (doses to about 57.5 µM), for the others: at the highest dose activity change, negative = inhibition, most hits filed as inhibitors. 340,000 compounds, 0.006% hits; further: potency means the concentration at half of the fitted maximal effect
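qHTS format. ASM enzyme prepared from human placenta hydrolyses the fluorogenic substrate HMU-PC0 (9 uM final) over 60 min at 37 °C after a 10 min compound preincubation.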
TRPV1 agonist: human TRPV1 agonism; TRPV1-expressing cells, Fluo-8 calcium influx, agonist mode; activation, % at 8.33 µM; 320,000 compounds, 0.19% hits; in the data active means activation above about 80%; inconclusive means between about 30% and that limit; further: 0% is about no effect
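TRPV1-expressing cells were cultured overnight at 35.5C and loaded with Fluo-8 calcium dye for 40 to 90 min at room temperature. After a 10 s baseline, compound was added and calcium influx was read kinetically for 3 min (ex 480/em 520 nm).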
GALK inhibitor: galactokinase (human) inhibition; Purified GALK, Kinase-Glo residual ATP luminescence; Potency, µM (top dose mostly 57.5 µM), inactives show at the highest dose activity change, negative = inhibition, actives largely listed as inhibitors; 270,000 compounds, 0.007% hits; further: potency means the concentration at half of the fitted maximal effect; on the % scale 0 is the no-effect control and ±100 the full control effect
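Quantitative HTS: GALK 5 nM, ATP 35 uM, galactose 100 uM, 1 h room temperature, then luciferase-based ATP detection.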
AT treatment: potential ataxia-telangiectasia treatments restoring KAP-1 phosphorylation. Potency, µM (series often up to 57.5 µM), for the others: at the top dose activation, hits mostly activators. AID 485349. 320,000 compounds, 0.19% hits. […] A-T fibroblasts, KAP-1 phosphorylation AlphaLISA; neocarzinostatin DNA damage 30 min before lysis; further: potency means the concentration at half of the fitted maximal effect; % of control where 0% means no effect; nearly all actives have a fitted effect of over 45% in size
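hTERT-immortalized A-T patient fibroblasts ([…]), 500 cells/well in OPTI-MEM, 1% FBS, got compounds for 60 min, then NCS for 30 min at 37C. Lysates were then assayed for phospho-KAP-1 by AlphaLISA (anti-pKAP1 donor, anti-KAP1 acceptor beads), 6 hr at 25C.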
KCNH2 3.1 block: inhibitors of human KCNH2 3.1 potassium channel isoform; AID 720553; activity change, % (tested at about 1.8 µM); U2OS KCNH2 3.1, thallium flux FluxOr; stronger effect = lower value; 340,000 compounds, 0.95% hits;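 active means maximum activity change below -70%; inconclusive means maximum activity change from -70% to -50%; inactive means maximum activity change above -50%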;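 further: thallium influx rate constant from kinetic fluorescence after stimulation buffer; on the % scale 0 is the no-effect control and ±100 the full control effect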
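U2OS cells transduced with KCNH2 3.1 mutant virus (1.77 x 10^8 /mL, 4 h), plated overnight at 37 C, loaded 45 min with FluxOr dye plus Red40 quencher. Thallium flux rate constant from kinetic reads after stimulation buffer, normalised to controls.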
a7 integrin act: activators of alpha7 integrin expression for muscular dystrophy; alpha7betagal myoblasts, beta-gal FDG fluorescence, 48 h; Potency, µM (top dose mostly 38.3 µM), inactives show at the top dose activation, most hits filed as activators; 350,000 compounds, 0.064% hits;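 further: potency means the concentration at half of the fitted maximal effect; 100% = response of the positive control SU9516; nearly all actives have a fitted effect of over 60% in size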
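Alpha7betagal+/- myoblasts (passage 13) were plated 16-24 hr, then exposed to compounds (1:260 dilution of DMSO stock) for 48 hours at 37C. After MPER lysis, β-galactosidase reporter activity was read as FDG fluorescence (ex 480/em 540) after 30 minutes.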
FBPA coupling cs: inhibits coupling enzyme system, counter-screen for aldolase hits. coupling enzyme system counterscreen, AmpLite Red fluorescence. activity change, negative = inhibition, % at 58.2 µM, hits read low. 290,000 compounds, 0.67% hits; in the data active means activity change below about -30%; further: on the % scale 0 is the no-effect control and ±100 the full control effect
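Compounds tested against the coupling enzymes alone at 57.5 uM final; readout was AmpLite Red fluorescence (525/598 nm) after 20 min at RT.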
* marks the source's active call; other numbers are inactive results; i = inactive; u = inconclusive; x = not tested or not shown; & = joins results of further samples; [ ] = another dose, or the depositor's remark. Unless noted, the call rests on the fitted dose curve; in most records, active means well fitted curve in the direction sought with a large enough effect; inconclusive means small, poorly fitted or top-dose-only effect, or another doubt; inactive means no such curve, though single readings can be large; an effect the other way counts as inactive or inconclusive.

SMILES	KCNH2 WT inh	MBNL1 CUG block	CXXC DNA block	ASM inhibitor	TRPV1 agonist	GALK inhibitor	AT treatment	KCNH2 3.1 block	a7 integrin act	FBPA coupling cs
CCn1c(C)cc(C)c(C#N)c1=O	-1	-8%	10%	5%	1	17%	-1%	-14	0%	2
Cc1ccc(/C=N/NC(=O)CN2CCN(Cc3ccccc3Cl)CC2)o1	11	-1%	-1%	3%	2	-2%	5%	8	-13%	0
O=C1Nc2ccccc2C1Cc1ccccc1 (stereo not given)	-5	-7%	2%	0%	7	-2%	0%	10	32%	-21
Cc1[nH]c2ccccc2c1C(=O)C(=O)NCCc1c[nH]c2ccccc12	8	2%	24%	-15%	2	-5%	1%	14	-31%	x
CN1CC(=O)N(CC(=O)Nc2cccc3ccccc23)C1=O	3	x	x	-1%	x	x	6%	-1	15%	x
COC(=O)C1=CN(c2cccc(C)c2)C=C(C(=O)OC)C1c1cc(OC)c(O)c([N+](=O)[O-])c1	1	u	-25%	-11%	u	1%	-2%	10	6%	1
O=C(NCc1ccccc1C(F)(F)F)c1cccc2c1C(=O)c1ccc(N3CCCCC3)cc1S2(=O)=O	-19	x	x	-5%	x	x	7%	-12	15%	x
COc1cc(/C=C/c2[nH]c(=O)[nH]c(=O)c2[N+](=O)[O-])ccc1OCCC(C)C	1	-1%	17%	-8%	2	1%	5%	1	12%	7
COc1cccc2c1OCC1COc3c(c(=O)n(C)c(=O)n3C)C21 (stereo not given)	12	-1%	6%	0%	3	0%	x	9	-3%	2
Cc1ccc(OCc2nnc(SCC(=O)NC3CCCCC3)n2C)cc1	1	2%	0%	5%	0	-2%	-1%	2	12%	0
Cc1ccc(C)c(C(=O)CSc2nnc(C)s2)c1	-8	-3%	8%	-5%	2	0%	0%	-1	-7%	-2
CCCn1c(=NC(C)=O)c(C(=O)OCC)cc2c(=O)n3ccccc3nc21	10	u	0%	i	4	-1%	12%	-2	-20%	0
COC(=O)C(Cc1ccccc1)NS(=O)(=O)c1ccc(F)cc1Br (stereo not given)	8	4%	8%	-1%	-1	0%	10%	-37	14%	-1&0&1
O=C(CSc1nc(-c2ccccc2)cc(=O)[nH]1)NCc1ccc2c(c1)OCO2	-6	-2%	43%[activator]	1%	-1	-4%	2%	5	-23%	2
O=C(COC(=O)c1ccc(Cl)nc1)NC(=O)c1ccccc1	-12	-4%	7%	-1%	0	-3%	-4%	-15	18%	x
COc1cc(C(=O)NCC2(c3ccccc3)CCCC2)ccc1OC(C)C	-3	3%	21%	0%	29	-1%	5%	-39	u	0
COc1cccc(C(=O)NCC(=O)N/N=C/c2ccc3c(c2)OCO3)c1	-3	u	-6%	0%	7	1%	-12%	10	-21%	0
CS(=O)(=O)N(CC(=O)NCCSCc1ccccc1)c1ccccc1F	-9	-3%	4%	-4%	2	1%	-1%	-27	13%	0
CC12CCC(C(=O)Nc3ccc(Cl)cc3)([C@H](Br)C1=O)C2(C)C (stereo not given in full)	-3	-12%	-1%	-1%	-7	1%	0%	2	18%	-7
COc1cccc(-c2ccc(NC(=O)C3CCCN(Cc4cnc(C)s4)C3)cc2)c1 (stereo not given)	13	-3%	-5%	-2%	17	-3%	2%	-6	-13%	1
COc1ccc(-c2ccc(-c3nc4c(c(=O)[nH]c(=O)n4Cc4ccccc4)n3C)o2)c([N+](=O)[O-])c1	6	x	3%	32%[activator]	-7	0%	x	36	-7%	2
CCC(=O)Nc1ccc2c(c1)C(=O)c1ccccc1C2=O	4	u	2%	-2%	1	-1%	4%	6	12%	0
Cc1cccc(C)c1-n1c(C)nn(CC#N)c1=O	1	-1%	-4%	5%	-2	3%	0%	4	-10%	1
CCCCN(C(=O)c1cc(CC)c(C)s1)c1c(N)n(CC(C)C)c(=O)[nH]c1=O	1	-3%	16%	6%	0	-3%	3%	4	16%	-5
Cn1c(=O)n(C)c2cc(NS(=O)(=O)c3ccc(C(C)(C)C)cc3)ccc21	3	-10%	-10%	-3%	3	-5%	-7%	-14	-19%	1

Looked up one by one from the list above:
SMILES	KCNH2 WT inh	MBNL1 CUG block	CXXC DNA block	ASM inhibitor	TRPV1 agonist	GALK inhibitor	AT treatment	KCNH2 3.1 block	a7 integrin act	FBPA coupling cs
O=C(COC(=O)c1ccc(Cl)nc1)NC(=O)c1ccccc1	-12	-4%	7%	-1%	0	-3%	-4%	-15	18%	x
CS(=O)(=O)N(CC(=O)NCCSCc1ccccc1)c1ccccc1F	-9	-3%	4%	-4%	2	1%	-1%	-27	13%	0

Full records from above. Screens in order: KCNH2 WT inh, MBNL1 CUG block, CXXC DNA block, ASM inhibitor, TRPV1 agonist, GALK inhibitor, AT treatment, KCNH2 3.1 block, a7 integrin act, FBPA coupling cs
Shown for O=C(CSc1nc(-c2ccccc2)cc(=O)[nH]1)NCc1ccc2c(c1)OCO2 = -6, -2%, 43%[activator], 1%, -1, -4%, 2%, 5, -23%, 2
Shown for Cc1ccc(/C=N/NC(=O)CN2CCN(Cc3ccccc3Cl)CC2)o1 = 11, -1%, -1%, 3%, 2, -2%, 5%, 8, -13%, 0

Returning to the listing, repeating the three entries before the break.
SMILES	KCNH2 WT inh	MBNL1 CUG block	CXXC DNA block	ASM inhibitor	TRPV1 agonist	GALK inhibitor	AT treatment	KCNH2 3.1 block	a7 integrin act	FBPA coupling cs
Cc1cccc(C)c1-n1c(C)nn(CC#N)c1=O	1	-1%	-4%	5%	-2	3%	0%	4	-10%	1
CCCCN(C(=O)c1cc(CC)c(C)s1)c1c(N)n(CC(C)C)c(=O)[nH]c1=O	1	-3%	16%	6%	0	-3%	3%	4	16%	-5
Cn1c(=O)n(C)c2cc(NS(=O)(=O)c3ccc(C(C)(C)C)cc3)ccc21	3	-10%	-10%	-3%	3	-5%	-7%	-14	-19%	1
O=C(OCC(=O)N(CCc1ccccc1)Cc1ccccc1)c1ccccc1[N+](=O)[O-]	-3	x	x	9%	28	x	-6%	-5	-8%	x
CCCCN(C(=O)CCCSc1nc2ccccc2[nH]1)c1c(N)n(Cc2ccccc2)c(=O)[nH]c1=O	-12	-9%	0%	x	2	5%	7%	-25	4%	1
Cc1ccccc1C(=O)N/N=C/c1ccncc1	-1	-8%	-15%	5%	0	-2%	0%	-10	14%	x
O=C(NCCC(=O)N1CCN(c2ccccn2)CC1)c1ccc([N+](=O)[O-])cc1	10	x	x	0%	x	x	-7%	0	-35%	x
COc1ccc(NC(=O)c2c(NC(=O)CNCc3ccco3)sc3c2CCC3)cc1	4	0%	4%	-6%	2	4%	25%	2	-5%	-1
O=C(NCCc1ccccc1)C1CCCN(S(=O)(=O)c2cccs2)C1 (stereo not given)	-24	u	10%	4%	10	0%	-5%	3	14%	0
CCOC(=O)c1c(C)c(C(=O)NCC2CCCO2)c(C)n1CC (stereo not given)	-11	1%	-4%	4%	6	0%	-1%	x	8%[7.66 µM]	-1
Cc1ccc(NC(=O)C2CC(O)CN2C(=O)OCc2ccccc2)c(C)c1 (stereo not given)	4	-5%	0%	2%	-2	-3%	-2%	-4	-1%	1
CCc1noc(C)c1C(=O)OCC(=O)NCc1ccc(Cl)cc1	0	x	x	6%	x	x	12%	3	u	x
CCc1[nH]c(=O)[nH]c1C(C)S(=O)(=O)c1ccc(C)cc1 (stereo not given)	5	-13%	12%	4%	2	6%	-2%	6	0%	3
CS(=O)(=O)N1CCC(C(=O)Nc2ccc(F)cc2F)CC1	-4	3%	-2%	2%	1	-3%	0%	-18	6%	0
O=C(c1cc(-c2cccc(O)c2)on1)N1CCN(C(c2ccccc2)c2ccccc2)CC1	-4	-1%	32%[activator]	-28%	28	5%	5%	-4	u	-6
COCCN(CC1CCCN(C2Cc3ccccc3C2)C1)C(=O)c1cccs1 (stereo not given)	41	-2%	15%	3%	-1	-2%	-5%	-12	-20%	-1
CCOc1c(OC)cccc1C(=O)NCC1(c2ccccc2)CCCC1	-6	3%	2%	-3%	u	-4%	1%	12	42%	-4
CO/N=C/C(=N\Nc1ccc(C)cc1)C(=O)c1ccc(OC)cc1	20	0%	7%	-18%	13	2%	-3%	3	-15%	0
C/C=C/C(=O)Nc1cccc(C2=NOC3(C2)C[C@H](C(N)=O)N(C(=O)/C=C/C)C3)c1 (stereo not given in full)	7	1%	0%	3%	-2	0%	16%	-16	u	0
C[C@H]1CN=C(N(C)C)N1CC1CCC(C(C)(C)C)CC1 (stereo not given in full)	5	x	x	1%	-2	x	-5%	-36	-38%[inhibitor]	x
